Mot1-301 SUMO: SUMOylation pathway inhibition by Mot1-301 growth rescue | growth rescue, % at 18.8 µM | 320,000 tested, 1% active | S. cerevisiae Mot1-301 growth rescue, ATP luminescence, 38.5C; percent above DMSO median, 100 means doubled;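 active = every valid replicate shows activation above 250% relative to neutral control wells; inactive = the rest, any valid replicate at or below 250%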;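 note: OY570 slx delta 5 strain wells were the positive control but not used for scaling; some compounds called inactive have numbers as strong as hits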
PfHsp90 set2: growth inhibition of yeast expressing Plasmodium Hsp90; AID 504621; 310,000 tested, 0.32% active; S. cerevisiae expressing PfHsp90, BacTiter-Glo ATP, 48 h; yeast lacking PDR1 and PDR3 efflux regulators; inhibition, % at 9.4 µM;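 active = every replicate shows inhibition above about 80%, whatever the replicate mean, limit read from the data; inconclusive = mean inhibition reaches the set limit but some replicate falls short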;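 note: 0% = DMSO neutral controls and 100% = 20 µM radicicol positive controls; yeast relying on Plasmodium falciparum Hsp90 in place of its own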
OPRM1-OPRD1 ag: agonists of human mu-delta opioid receptor heterodimerization. AID 504326. P35372+P41143. 340,000 tested, 0.3% active. activation, % at 9.3 µM. cells, OPRM1-OPRD1 heterodimerization, luminescence; in the data active = activation above about 18%;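 note: 0% = vehicle-treated cells and 100% = reference agonist; values of inactives mirror those of a sister screen read the other way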
Target sequence (P35372 whole entry, looked up): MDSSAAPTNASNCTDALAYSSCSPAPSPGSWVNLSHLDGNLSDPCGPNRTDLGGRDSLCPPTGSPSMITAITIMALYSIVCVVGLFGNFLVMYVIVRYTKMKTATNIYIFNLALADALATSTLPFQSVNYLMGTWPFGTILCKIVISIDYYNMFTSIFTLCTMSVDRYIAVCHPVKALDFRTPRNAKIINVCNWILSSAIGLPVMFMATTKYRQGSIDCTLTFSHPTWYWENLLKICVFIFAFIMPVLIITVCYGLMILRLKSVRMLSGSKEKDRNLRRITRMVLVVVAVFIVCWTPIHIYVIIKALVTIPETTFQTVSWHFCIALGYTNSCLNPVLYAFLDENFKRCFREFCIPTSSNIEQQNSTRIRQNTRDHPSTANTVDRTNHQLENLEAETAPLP
Target sequence (P41143 whole entry, looked up): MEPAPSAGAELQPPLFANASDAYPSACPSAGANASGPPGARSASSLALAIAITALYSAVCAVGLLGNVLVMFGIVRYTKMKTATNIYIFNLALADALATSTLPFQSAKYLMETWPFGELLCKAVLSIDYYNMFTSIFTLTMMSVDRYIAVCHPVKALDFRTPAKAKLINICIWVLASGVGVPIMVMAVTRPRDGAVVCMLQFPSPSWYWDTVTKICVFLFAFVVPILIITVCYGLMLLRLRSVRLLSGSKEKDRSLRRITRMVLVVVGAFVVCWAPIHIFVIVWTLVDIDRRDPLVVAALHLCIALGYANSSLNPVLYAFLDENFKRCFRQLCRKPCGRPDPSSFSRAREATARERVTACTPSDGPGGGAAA
OPRM1-OPRD1 inv: inverse agonist of human OPRM1-OPRD1 heterodimerization; inhibition, % at 9.3 µM; 340,000 tested, 0.21% active; cell-based MOR-DOR heterodimer luminescence, inverse agonism; P35372+P41143; in the data active = inhibition above about 22%, passing the limit was not always enough;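 note: 0% = cells with DMSO and 100% = wells without cells with DMSO; values of inactives mirror those of a sister screen read the other way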
DSG3 Ab inh: inhibitors of pemphigus antibody binding to human desmoglein-3 | P32926 | DSG3-coupled beads, scFv-anti-DSG3-GFP binding, flow cytometry; active compounds read low | binding (percent of control), % at 10 µM | 310,000 tested, 0.48% active | AID 588358;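 active = binding more than 3 SD below its plate's average and above zero; inconclusive = below that plate limit but binding exactly zero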;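 note: hits lower antibody fragment binding to DSG3; some compounds called inactive have numbers as strong as hits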
phage Ecoli inh: E. coli growth loss with phage present; growth absorbance; inhibition, % at 11.9 µM; 360,000 tested, 0.26% active; in the data active = inhibition above about 11%
Tat export inh: blocks Tat-dependent protein export in E. coli | E. coli MC4100 TorA-mCherry Tat export, fluorescence | inhibition, % at 10 µM | 340,000 tested, 0.036% active | AID 488895;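 active = mean replicate inhibition at least 50% and at least half of replicates individually reaching 50%; inconclusive = only one of the two criteria met; inactive = neither criterion met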;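 note: exported cargo escapes ClpAP degradation while cytoplasmic cargo is degraded and loses fluorescence; 0% = median of neutral control wells and 100% = median of NaSCN control wells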
AddAB inh: less growth of phage-infected E. coli with AddAB | E. coli expressing H. pylori AddAB, absorbance growth | inhibition, % at 11.9 µM | 330,000 tested, 0.29% active | AID 435030; in the data active = inhibition above about 12%;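 note: 0% = vehicle wells of infected cells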
PKA-R1A act: PKA-R1A complex activation. P00514+P68181. PKA-R1A dissociation, Cy5-IP20 fluorescence polarization; scaled: DMSO 0%, 113 µM cGMP 100%. activation, % at 11.4 µM. 340,000 tested, 0.083% active. AID 504707;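 active = percent activation above the mean of all tested compounds plus 3 SD, cut at about 19% in these data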;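 note: higher means more PKAc released from R1A so a rise in polarization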
E coli growth: bacterial growth inhibition, counter-screen for AddAB inhibitors. E. coli V3065 growth, OD600 absorbance, 18 h. inhibition, % at 11.9 µM. 330,000 tested, 0.27% active;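 active = inhibition above the campaign's mean inhibition across all tested compounds plus 3 SD, cut at about 9.9% in these data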;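 note: uninfected addAB+ strain grown without phage in ampicillin broth; 0% = DMSO wells and 100% = ciprofloxacin 0.95 µg/ml wells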
Arrestin-AP2 inh: human beta-arrestin and AP2 interaction inhibition. FITC-arrestin peptide / GST-AP2 beads, flow cytometry; AP2 beta2 appendage carries R879A mutation. inhibition, % at 10 µM. 340,000 tested, 0.31% active. AID 504490;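 active = inhibition above a set limit, near 3 SD of compounds lacking own fluorescence, cut at about 54% in these data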;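 note: plate controls were DMSO wells for no effect and 5 µM unlabelled arrestin peptide for full effect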
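test system = AP2 appendage R879A on GSH beads | buffer or medium = PBS plus Tween 20 (0.05%) and BSA (0.1%) | incubation = 12 min plus 1 h, RT | detection = bead flow cytometry, FITC channel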
An asterisk follows results filed as active; ? = inconclusive; . = no result given. Not a hit list (roughly 2.8% active in at least one column).

SMILES	Mot1-301 SUMO	PfHsp90 set2	OPRM1-OPRD1 ag	OPRM1-OPRD1 inv	DSG3 Ab inh	phage Ecoli inh	Tat export inh	AddAB inh	PKA-R1A act	E coli growth	Arrestin-AP2 inh
COc1ccc(S(=O)(=O)C(C#N)c2nc3ccccc3nc2N2CCCC(C)C2)cc1 (centres undefined)	-23	3	0.8	-4	110	-0.2	1	4.1	2	2.8	19
COc1cc(C(=O)Nc2ccc(C(N)=O)cc2)c([N+](=O)[O-])cc1OC	-6	7	0.6	-4	106	4.6	-7	2.6	5	-2.0	2
CC1CN(C(=O)CCC(=O)NCc2ccccn2)c2ccccc2O1 (centres undefined)	-8	-6	-1.2	7	103	2.8	2	0.5	2	-1.3	21
COC(=O)C1=C(CS(=O)(=O)c2ccc(OC)cc2)NC(=O)NC1c1ccccc1 (centres undefined)	62	-12	-3.3	18	.	2.7	-2	4.2	8	-0.2	-5
O=C(NCCCO)C(=O)Nc1cc2c3c(c1)CCN3C(=O)CC2	168	-36	-2.2	12	98	1.3	3	2.7	-8	-0.8	4
COc1cccc(CNC(=O)C(=O)NCC2CCCO2)c1 (centres undefined)	-3	9	1.9	-11	104	1.2	0	3.3	-6	-2.0	8
NS(=O)(=O)c1ccc(CCNC(=O)/C=C/c2cccc([N+](=O)[O-])c2)cc1	-15	-2	-0.9	5	98	1.9	-18	2.8	0	2.4	26
O=C1N2CCCc3cccc(c32)C12Nc1ccccc1S2 (centres undefined)	.	.	-0.8	4	102	4.4	-8	.	-3	.	10
COc1ccc(OC)c(NC(=O)CSc2nc(C)cs2)c1	-14	12	2.1	-12	102	2.5	-11	-2.5	6	0.3	3
Cn1c(=O)[nH]c2c(c(C(=O)O)nn2C)c1=O	.	2	-0.9	5	93	1.8	5	.	2	.	0
O=C(CCC1CCCC1)NCCS(=O)(=O)N1CCN(c2ccccc2F)CC1	4	-3	0.3	-2	95	0.8	5	3.2	-3	1.9	4
CCSc1nc(C)c(C)c(=O)[nH]1	.	11	-2.2	12	89	2.4	-11	.	-12	.	2
COCCCN(C(=O)C1CCCCC1)c1c(N)n(Cc2ccccc2)c(=O)[nH]c1=O	-11	-16	-0.3	1	110	-0.7	-2	3.8	-10	1.3	8
COCc1cc(=O)[nH]c(SCCS(=O)(=O)c2ccc(C)cc2)n1	-3	11	-4.2	21	.	-0.1	-6	0.8	-10	-1.1	27
CCC(C)N(C(=O)COC(=O)CCc1c[nH]c2ccccc12)C1CCS(=O)(=O)C1 (centres undefined)	85	-2	-0.9	4	115	1.2	4	3.2	-2	0.8	-8
CCc1nnc(NC(=O)CSc2ccc(-c3cccs3)nn2)s1	46	.	-1.4	7	108	2.1	1	2.5	1	1.1	-2
CCOC(=O)c1cnc2c(C#N)cnn2c1N	-12	18	-1.0	5	106	2.4	-3	-1.6	-5	-0.7	-6
COc1ccc(S(=O)(=O)NCC2CCC(C(=O)NCCC(C)C)CC2)cc1 (centres undefined)	-6	10	0.9	-5	120	-0.6	2	0.5	4	0.4	10
Cc1cccc(N(C)S(=O)(=O)c2ccc(-c3cc(C)no3)s2)c1	-13	3	-1.2	7	109	-0.3	4	3.0	-14	1.9	11
N#Cc1cc2c(nc1SC1CC(=O)N(c3ccccc3)C1=O)CCC2 (centres undefined)	82	25	-0.8	5	106	.	-3	4.3	5	0.5	4
CCC(=O)C1=C(O)C(c2cccc(Oc3ccccc3)c2)CCC1=O (centres undefined)	-2	4	3.9	-28	94	2.9	-3	0.7	-2	0.6	9
COCCNC(=S)NNC(=O)CSCc1ccc(Cl)cc1Cl	4	0	-4.1	20	101	1.3	3	0.3	2	-0.8	35
CCOc1ccc(/C=N/NC(=O)c2cc(-c3cccn3C)n[nH]2)cc1	8	10	-0.8	5	102	0.9	6	-2.0	-7	-0.6	24
CCOc1cc(C2Nc3ccccc3C(=O)N2c2ccccc2)ccc1O (centres undefined)	56	22	0.9	-5	100	0.9	-1	2.3	-2	-2.2	-14
CCOC(=O)CSc1nc(C2CC2)cc(-c2ccc(F)cc2)c1C#N	211	-35	-2.2	12	106	2.8	-4	0.9	-8	-0.9	-9
Cc1ccc(C)c(NC(=O)CCN2CCc3ccccc3C2)c1	8	-7	-0.1	0	104	4.5	?	2.9	-24	-1.4	-11
COc1ccccc1Oc1ccc(S(=O)(=O)NCc2ccccn2)cc1	32	-34	0.5	-3	103	1.8	0	1.0	-2	1.6	5
Cc1ccc(SCCC(=O)NC(C)(C)C)cc1	-5	.	0.6	-3	100	2.8	-3	0.3	-3	-1.5	-3
COc1ccc(Nc2nnc(SCc3cc([N+](=O)[O-])cc4c3OCOC4)s2)cc1	-14	-7	-0.1	1	96	3.1	-4	-0.4	-1	-0.6	4
Cc1cc(C)cc(NC(=O)N2CCC(c3nc4ccccc4o3)CC2)c1	34	-24	-1.5	8	101	1.6	3	-1.3	-6	-1.2	29
O=C(NCC(c1cccs1)N1CCOCC1)c1cc([N+](=O)[O-])ccc1Cl (centres undefined)	11	0	-2.5	12	82	2.6	2	4.0	-1	0.8	-3
O=C(NCCN1CCOCC1)c1cccc(S(=O)(=O)Nc2ccc(F)cc2)c1	18	-3	-3.1	12	104	2.1	-10	1.0	-11	1.1	-13
CCOc1ccc(C(=O)N(Cc2ccc(OC)cc2)Cc2cc3cc(OC)ccc3[nH]c2=O)cc1	73	18	1.8	-10	105	1.6	-5	2.7	-4	0.9	7
Cc1nn(C)cc1NC(=O)CCSc1nc(-c2ccco2)cc(C(F)(F)F)n1	16	21	-2.3	13	116	2.0	3	-1.6	0	-1.4	1
Cc1cccc(C)c1OCC(=O)NNC(=O)CNC(=O)c1ccc(OC(F)F)cc1	-8	4	-2.0	11	98	1.8	-4	0.5	0	2.1	-3
c1ccc2c(c1)CCN(Cc1nnnn1Cc1ccc3c(c1)OCO3)C2	8	-6	-1.5	7	116	0.6	-9	0.5	5	-1.4	-5
COc1cccc(NC2SC(=O)N(c3ccccc3)C2=O)c1 (centres undefined)	-6	-8	-0.7	4	105	2.7	2	3.3	-4	1.2	0
Cc1cccc(C)c1OCc1nnc2c3cnn(C)c3ncn12	-6	.	-2.8	15	95	2.4	-3	0.5	6	0.9	25
COc1ccc(CC(=O)N(C)Cc2cccc(F)c2)cc1S(=O)(=O)N1CCOCC1	-15	-4	-1.5	10	107	2.9	-2	-2.0	-14	0.7	-12
O=C(CNC(=O)c1ccc(Br)o1)NNC(=O)c1ccc(Cl)cc1	-10	3	-2.1	9	.	0.4	10	-0.6	-8	-0.9	-2
CCOC(=O)C(C)Oc1ccc2c(-c3cccc([N+](=O)[O-])c3)cc(=O)oc2c1 (centres undefined)	-6	10	4.2	-29	95	2.0	11	0.3	-14	0.8	5
Cn1c(SCC(=O)OC2CCCCC2)nnc1-c1ccc2c(c1)OCO2	-1	-12	-0.1	0	111	2.4	10	1.2	2	0.9	6
CCOC(=O)c1c(N2C(=O)Nc3cc(Cl)c(Cl)cc3N2O)sc2c1CCCCC2	-8	-16	-0.5	3	105	.	17	-0.6	2	1.4	33
Cc1cc(C)n(-c2ccc(C(=O)Nc3ccc(S(=O)(=O)N(C)C)cc3)cc2)n1	-26	2	0.3	-2	91	8.4	3	5.8	-1	1.1	3
O=C(NCc1ccccc1)c1cccc(NC(=O)C2CC2)c1	.	2	0.1	0	105	4.0	6	.	-1	.	-5
COc1ccccc1CCc1nnc(CCC(=O)NCC[C@@H]2C[C@@H]3C=C[C@H]2C3)o1	-3	14	-2.2	12	104	2.2	6	8.3	-19	5.5	-22
CCOC(=O)c1cc(-c2ccccc2)sc1NC(=O)CSc1nncs1	12	2	-3.3	17	.	3.5	0	3.2	-2	-0.1	-2
CS(=O)(=O)Nc1cc2c3c(c1)CCC(=O)N3CCC2	-15	1	-2.1	11	100	2.7	-2	3.6	5	2.1	19
Cc1ccc([N+](=O)[O-])c2cccnc12	4	6	0.7	-4	.	1.9	4	0.5	3	0.2	-3
COc1ccc(-c2nn(-c3ccccc3)cc2C(=O)N2CCN(S(=O)(=O)c3ccccc3C#N)CC2)cc1	128	.	-0.4	2	101	-0.1	3	-3.1	-3	1.7	24
Cc1cc(NC(=O)CCC(=O)N(c2ccccc2)C(C(=O)NC2CCCC2)c2ccncc2)no1 (centres undefined)	-6	19	-1.1	6	99	0.9	-3	1.6	5	-1.4	0
Cc1n[nH]c(=O)c2c1nnn2Cc1ccccc1Cl	-15	-7	-3.2	14	109	2.9	0	.	-3	.	37
CCCOc1cccc(-c2nn(-c3ccccc3)cc2/C=C(\C#N)C(=O)NCCCn2ccnc2)c1	183	-25	-1.1	6	90	4.5	-2	-2.2	-21	-3.1	3
COc1ccccc1N(CC(=O)NC(C)(C)C)C(=O)CCC(=O)Nc1nccs1	2	3	-1.2	6	100	-1.6	1	0.4	0	0.6	-7
CCOc1ccccc1NC(=O)CSc1nnc(-c2ccccc2Cl)n1Cc1ccco1	-16	0	-4.1	17	.	1.8	-3	4.0	-9	1.4	7
CCOC(=O)C1=C(CCc2ccccc2)NC(=O)NC1c1ccc(Br)cc1 (centres undefined)	-12	1	5.0	-28	104	1.7	1	0.9	-16	-2.7	-12
COc1ccc(Cn2c(-c3ccc(Br)cc3)c[n+]3ccccc23)cc1	-18	8	-2.5	13	95	1.6	11	0.8	-2	-0.4	.
CSc1nnc2c3ccccc3c3ccccc3c2n1	.	.	-1.0	6	101	2.0	2	.	9	.	10
CCc1ccccc1N1CN(Cc2ccco2)CNC1=S	338	4	-1.7	8	121	-1.2	3	-0.2	0	1.2	-2
COc1ccccc1CNC(=O)COc1ccc([N+](=O)[O-])cc1	12	-48	0.1	-1	100	3.1	-8	2.3	0	4.1	10
CCCN(CCC)CCN1C(=O)C2C(C(=O)Nc3ccc(C)cc3)C3C=CC2(O3)C1C(=O)NC1CCCCC1 (centres undefined)	-10	9	3.4	-27	118	0.6	4	4.4	2	1.9	33

Single records (already shown). Screens in order: Mot1-301 SUMO | PfHsp90 set2 | OPRM1-OPRD1 ag | OPRM1-OPRD1 inv | DSG3 Ab inh | phage Ecoli inh | Tat export inh | AddAB inh | PKA-R1A act | E coli growth | Arrestin-AP2 inh
`CCOC(=O)C1=C(CCc2ccccc2)NC(=O)NC1c1ccc(Br)cc1` (centres undefined) is listed with -12 | 1 | 5.0 | -28 | 104 | 1.7 | 1 | 0.9 | -16 | -2.7 | -12
`CCCN(CCC)CCN1C(=O)C2C(C(=O)Nc3ccc(C)cc3)C3C=CC2(O3)C1C(=O)NC1CCCCC1` (centres undefined) is listed with -10 | 9 | 3.4 | -27 | 118 | 0.6 | 4 | 4.4 | 2 | 1.9 | 33
